# Source: PubChem (several laboratories)
# GPR55 beta-arrestin – GPR55 agonists via beta-arrestin recruitment, primary screen, imaging, U2OS cells, beta-arrestin-GFP redistribution (AID 1961); 0.048% of 290,000 active; activation, % at 10 µM, or EC50 in µM where a hit was titrated; U2OS GPR55 beta-arrestin-GFP redistribution imaging; higher % means a stronger effect;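 active means activation above 40% with more than 50 cells counted in the well; inconclusive means wells holding fewer than 50 cells, flagged as toxic or sparse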;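 further: U2OS osteosarcoma cells stably expressing GPR55 and beta-arrestin-GFP; plate controls were DMSO negative control for no effect and LPI positive control for full effect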
# Myeloid diff MLP – induction of myeloid progenitor differentiation, primary screen, cell-based, flow cytometry, MLPCN library; 1% of 360,000 active; AID 624256, 2012; ER-HoxA9 myeloid progenitors, lysozyme-GFP differentiation; calls only at 10 µM;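 active means normalized GFP-positive differentiation at or above the plate's own cutoff, the solvent-only control mean plus 3 SD; inconclusive means no clear call, values can overlap the other calls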;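 further: cells exposed to compound for four days before flow analysis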
# KOR beta-arrestin-1 – KOR agonists, beta-arrestin recruitment, primary screen, cell-based, luminescence, uHTS (AID 1777). Kappa-type opioid receptor (Homo sapiens). KOR beta-arrestin recruitment, luminescence; higher % means a stronger effect. activation, % at 10 µM; hits with a dose series show EC50 in µM. 0.02% of 280,000 active; in the data active means activation above about 50%, passing the limit was not always enough; further: a part of the inactive calls stands beside numbers as strong as those of hits
# GPR35 arrestin U2OS – GPR35 antagonists blocking zaprinast-driven arrestin recruitment, primary screen, imaging, U2OS, beta-arrestin-GFP, zaprinast agonist (AID 2058); G-protein coupled receptor 35 (Homo sapiens); U2OS GPR35 beta-arrestin-GFP translocation imaging, zaprinast antagonism; higher % means a stronger effect; one-dose inhibition, % at 10 µM; IC50 in µM for titrated hits; 0.052% of 290,000 active;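 active means inhibition of at least 50% with at least 30 cells and total cytoplasm GFP at most 10,000,000; inconclusive means under 30 cells or total GFP of 10,000,000 plus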
# GPR55 LPI antagonism – GPR55 antagonists blocking LPI-driven arrestin recruitment, primary screen, imaging, U2OS, beta-arrestin-GFP, LPI agonist (AID 2013). one-dose inhibition, % at 10 µM; IC50 in µM for titrated hits. U2OS GPR55 beta-arrestin-GFP translocation imaging, LPI antagonism; higher % means a stronger effect. 0.13% of 290,000 active;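 active means spots per cell inhibited over 60%, with over 100 cells counted and total cytoplasm intensity under 500,000; inconclusive means wells with under 100 cells, flagged as likely toxic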;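 further: U2OS cells stably carrying GPR55 and arrestin-GFP stimulated by 5 µM LPI near EC80; imaged beta-arrestin-GFP aggregate spots per cell after agonist stimulation; plate controls were LPI-stimulated DMSO wells for no effect and DMSO wells without LPI for full effect; some results filed as inactive read as strong as hits; confirmed hits need IC50 under 10 µM and bright autofluorescent wells are also inconclusive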
# NOD1 NF-kB reporter – NOD1 signaling inhibitors, primary screen, cell-based, luminescence, uHTS (AID 1578); NOD1-driven NF-kB luciferase reporter cells, luminescence; higher % means a stronger effect; inhibition, % at 4 µM; hits with a dose series show EC50 in µM; 1% of 290,000 active; in the data active means inhibition mostly above about 36%, no sharp cut-off; inactive means mostly below about 34%;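 further: HEK-293T reporter cells stimulated with the NOD1 agonist gamma-tri-DAP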
# KOR beta-arrestin-2 – KOR antagonists, beta-arrestin recruitment, cell-based, luminescence, uHTS (AID 1778). KOR beta-arrestin recruitment, luminescence, antagonist mode; higher % means a stronger effect. inhibition, % at 10 µM; hits with a dose series show IC50 in µM. 0.091% of 290,000 active; further: strong numbers were not always called active
# HEK293 NOD2/NF-kB – NOD2 signaling inhibitors, cell-based, luminescence, uHTS, HEK293 (AID 1566); HEK293 NOD2/NF-kB luciferase reporter, luminescence; higher % means a stronger effect; inhibition, % at 4 µM; hits with a dose series show EC50 in µM; 0.63% of 290,000 active; further: many of its hits are not listed in these tables
# HIV fusion peptide – inhibitors of HIV fusion peptide binding, primary screen, biochemical, uHTS, fluorescence dequenching (AID 1986) | cell-free peptide binding, fluorescence dequenching, 30 min; higher % means a stronger effect | inhibition, % at 20 µM, or IC50 in µM where a hit was titrated | 0.3% of 290,000 active; in the data active means inhibition mostly above about 52%, no sharp cut-off; inactive means mostly below about 76%; further: some results filed as inactive read as strong as hits
# Myeloid diff MLP GFP+ MAC1+ % – also measured in Myeloid diff MLP; calls as there; GFP+ MAC1+ double positive, %; measured here: differentiation confirmed by MAC1 staining
# * hit, by the source's call; i = inactive; u = inconclusive; x = no result given; [ ] = dose if it differs, or a comment. Unless noted, no stated cut-off is given here; in the data, active means inhibition above about 50%; inactive means the rest. These rows are one share of the data. The share of hits here may be higher or lower than overall.
SMILES,GPR55 beta-arrestin,Myeloid diff MLP,Myeloid diff MLP GFP+ MAC1+ %,KOR beta-arrestin-1,GPR35 arrestin U2OS,GPR55 LPI antagonism,NOD1 NF-kB reporter,KOR beta-arrestin-2,HEK293 NOD2/NF-kB,HIV fusion peptide
CCN(CC1CCCN(CCc2cccc(OC)c2)C1)C(=O)c1ccc(COC)o1 (stereo unspecified),0.4%,i,0.4,11%,2%,0%,-6%,-1%,1%,0.2%
O=c1cc(O)c(-c2cccc(Cl)c2)c(Cl)[nH]1,-0.1%,i,0.6,-6.3%,6%,-1%,-2%,-17%,14%,2.4%
CN(CCNC(=O)C1CCC(=O)N(Cc2ccc(Cl)cc2)C1)CCc1ccccc1 (stereo unspecified),-0.1%,i,0.0,-0.4%,-10%,-8%,-16%,-7%,4%,-0.1%
CSCCNC(=O)c1ccc2nc(Cc3ccccc3F)oc2c1,-0.3%,x,x,-3.6%,10%,7%,-2%,17%[20 µM],-64%,-0.9%
CCOc1cc(CNCc2cccs2)ccc1OCC(=O)NC(C)(C)C,0.0%,i,0.3,17%,-2%,4%,-21%,14%,15%,-2.8%
CC(C)(C)NC(=O)COc1ccc2oc3c(c2c1)CCCC3,0.1%,i,2.2,-0.5%,5%,-9%,13%,1%,-14%,1.2%
CCCSc1nnc(CN2CCOCC2)n1C,-0.1%,i,1.8,0.8%,3%,-23%,-5%,-34%,-3%,-0.7%
COc1ccc(C(=O)NCc2n[nH]c(=S)n2-c2ccccc2)cc1OC,0.2%,i,5.8,0.3%,5%,0%,3%,-8%,13%,1.0%
CC(=O)Nc1ccc(NS(=O)(=O)c2cc(C)sc2C)cc1,0.0%,i,1.4,-1.7%,12%,7%,18%,24%,2%,11%
CCOCCn1c(COc2ccc(C)cc2)nc2ccccc21,0.1%,i,1.6,3.9%,-8%,-9%,-58%,-9%,-64%,-0.4%
CCCCn1ccc(O)c(Cc2ccc(F)cc2)c1=O,-0.3%,i,1.3,1.1%,11%,8%,-3%,-11%,3%,3.0%
CC(C)Sc1nnc(CNC(=O)C23CC4CC(CC(C4)C2)C3)n1C1CCCCC1,-0.2%,i,0.6,0.1%,-17%,9%,-16%,12%,0%,-0.9%
COCc1c(C(=O)N2CCN(c3ccc(C(F)(F)F)cn3)CC2)oc2ccccc12,-0.1%,i,0.3,20%,13%,5%,4%,-13%,8%,-1.0%
CN1CCC(N(C)C(=O)c2ccccc2F)CC1,-0.1%,i,0.8,0.3%,16%,-6%,-4%,0%[20 µM],2%,1.5%
O=C(Nc1cc(C(F)(F)F)ccc1N1CCOCC1)C1Cc2ccccc2CN1C(=O)c1ccco1 (stereo unspecified),-0.2%,i,1.3,-5.4%,2%,4%,-2%,-4%,-12%,0.4%
Nc1ccc(-c2nc3ccc(C(=O)O)cc3s2)cc1,0.3%,i,0.3,1.2%,-10%,-13%,90%*,-14%,-36%,10%
CN1Cc2c(N3CCOCC3)nc3sc(C#N)c(N)c3c2CC1(C)C,-0.1%,i,0.4,4.4%,-7%,11%,-1%,-22%,12%,1.5%
CCCNC(=O)CN1C(=O)c2ccccc2Sc2ncccc21,-0.1%,i,0.3,-4.9%,-2%,2%,-10%,-5%,9%,-1.2%
Cc1[nH][nH]c(=O)c1C(c1ccc(-c2ccc(Cl)cc2)o1)c1c(C)[nH][nH]c1=O,-0.1%,i,7.3,-2.9%,-4%,1%,-12%,-4%,-4%,12%
COC(=O)C(=N/Nc1ccccc1C(=O)OC)/C(C)=N/O,1.2%,i,0.3,1.3%,8%,5%,-13%,2%,-7%,-1.4%
Cc1cccc(/C=N/NC(=O)C(C)Nc2cccc3ccccc23)n1 (stereo unspecified),0.0%,i,7.4,6.5%,-4%,8%,-6%,-96%,14%,2.1%
Cc1ccc2nc(-c3ccccn3)cc(C(=O)NC3CCN(C)CC3)c2c1,-0.2%,x,x,-3.1%,-7%,8%,-27%,-5%,1%,-2.1%
CC(C)N(C(=O)CSc1n[nH]c(=O)n1CCc1ccccc1)C(C)C,x,i,0.2,-2.5%,1%,3%,-27%,0%,-6%,-2.1%
CC1CCN(S(=O)(=O)c2ccc3c(c2)oc(=O)n3CC(=O)NCc2ccc3c(c2)OCO3)CC1,-0.1%,i,2.7,-5.1%,3%,-1%,30%,11%,16%,3.1%
CCN(CC)S(=O)(=O)c1ccc(C2=NOC3(C2)N(C)c2ccccc2C3(C)C)cc1 (stereo unspecified),0.3%,i,0.5,-4.3%,9%,3%,15%,13%,-40%,-2.0%
CCn1c(SCC(=O)c2ccc(F)cc2)nnc1-c1ccoc1C,0.5%,i,1.2,-5.3%,14%,12%,-6%,-17%,14%,-1.8%
COc1ccc(-c2csc3ncn(-c4cccc(C)c4)c(=O)c23)cc1OC,0.2%,i,0.1,x,4%,2%,-26%,-10%[20 µM],1%,-0.9%
O=c1oc2cc(OCc3ccc(F)cc3F)ccc2cc1-c1ccc2ccccc2n1,-0.2%,x,x,-1.9%,4%,4%,10%,-1%,3%,0.0%
C#CCOC(=O)c1csc2nnsc12,0.1%,i,0.8,0.5%,10%,-5%,-37%,-30%,2%,2.4%
CCN1CCN(C(=O)C(=O)c2c(C)[nH]c3ccccc23)CC1,-0.3%,i,0.5,-1.6%,-21%,8%,-32%,15%,10%,-1.2%
CCC(=O)N1CCCc2cc(S(=O)(=O)NCc3cccs3)ccc21,-0.1%,i,0.6,1.6%,4%,5%,x,-11%,12%,0.4%
Cn1c(Cc2cccs2)nnc1SCC(=O)N1CCCc2ccccc21,0.6%,i,0.7,3.2%,-6%,3%,4%,-18%,-2%,-2.4%
O=C(NN1CC(C(=O)OCc2ccc(Cl)cc2Cl)CC1=O)c1ccccc1 (stereo unspecified),-0.1%,i,0.9,-2.0%,9%,-14%,-7%,-5%,9%,0.7%
COc1ccccc1-n1c(SCC(=O)Nc2ccc(Br)cc2)nc(O)cc1=O,-0.1%,i,0.2,-0.1%,-10%,7%,1%,-11%,25%,8.7%
NCCc1nnc(SCC(N)=O)o1,0.0%,i,1.2,1.0%,10%,-5%,-17%,-2%,11%,-3.5%
CCOc1cc(/C=C(/NC(C)=O)C(=O)O)cc(Cl)c1OCc1cccc(Br)c1,-0.3%,i,0.3,8.2%,-13%,0%,-10%,2%,12%,19%
CCC(C)[C@H]1CN=C(N)N1CCCc1cc(OC)c(OC)c(OC)c1 (stereo partly specified),-0.1%,i,1.8,x,0%,-6%,-8%,4%,12%,0.0%
CCOc1ccc(N(CC(=O)Nc2ccc(OC)cc2)S(C)(=O)=O)cc1,1.8%,i,0.9,-0.8%,11%,-7%,-56%,-15%,10%,-2.3%
CC[N+](CC)(CCCCS(=O)(=O)[O-])CCNP1(=O)C=C(c2ccccc2)OC(c2ccccc2)=C1,-0.3%,i,0.4,-4.0%,24%,6%,-12%,11%,15%,0.6%
Cc1ccoc1C(=O)NCCCNC(=O)c1occc1C,-0.2%,i,0.5,-1.0%,-3%,-3%,26%,24%,-8%,0.7%
CCc1ccc(CNC(=O)CCC(=O)n2ncc3cc(C)ccc32)cc1,0.7%,i,3.5,x,-1%,-7%,-16%,-58%[20 µM],11%,-1.0%
CC12CCC(C(=O)NNc3ccc([N+](=O)[O-])cc3)(OC1=O)C2(C)C (stereo unspecified),0.7%,i,0.5,-1.7%,8%,7%,7%,23%,-16%,-0.6%
COc1ccc(Cl)cc1NC(=O)CN(C)CC(=O)Nc1cc(OC)c(OC)c(OC)c1,0.0%,x,x,4.7%,-2%,-13%,-2%,0%,-24%,-1.2%
O=C(O)c1ccc(N=Nc2c(O)[nH]c3ccc(Br)cc23)cc1,-0.1%,i,1.1,1.0%,3%,-7%,0%,-20%,-24%,37%
O=C(O)c1ccccc1NC(=O)C1CCCO1 (stereo unspecified),-0.1%,i,1.0,2.2%,11%,-5%,-14%,-64%,15%,1.4%
CCOc1ccc(CN(C)C(=O)c2ccc(NC(=O)CC3SC(N4CCCC4)=NC3=O)cc2)cc1 (stereo unspecified),-0.1%,u,x,3.5%,-9%,15%,-7%,5%,20%,-0.4%
COc1cc(NC(=O)CSc2nccc(C)n2)c(C(=O)O)cc1OC,0.2%,i,0.8,-3.3%,8%,8%,-6%,1%,9%,-2.5%
COc1ccccc1CN1CC(C(=O)NCCc2ccccc2Cl)CCC1=O (stereo unspecified),-0.2%,i,2.7,-1.4%,54%,13%,-35%,-38%,-3%,1.4%
Cc1ccc(NC(=O)CN2CCc3cc4c(cc3C2)OCCCO4)cc1,-0.2%,i,0.0,-0.4%,12%,-1%,-38%,-8%,7%,1.1%
Cc1ccc([N+](=O)[O-])cc1NCC(=O)NN,-0.2%,i,0.2,-2.5%,2%,10%,-16%,18%,-1%,-2.5%
Cc1cccn2c(=O)c3cc(C(=O)NC(C)c4ccccc4)c(=N)n(CCCn4ccnc4)c3nc12 (stereo unspecified),0.8%,i,0.1,-1.7%,-1%,3%,-6%,-21%,17%,-1.5%
O=C(c1cnccn1)N1CCc2c([nH]c3ccccc23)C1c1cccc(Cl)c1 (stereo unspecified),0.6%,i,0.2,-1.4%,-18%,-2%,-40%,-10%,-198%,0.1%
CC(C)n1nnnc1SCC(=O)NNC(=O)C1CCCCC1,-0.1%,i,1.8,-1.5%,-6%,20%,-8%,-26%,18%,-1.6%
CC(=O)c1ccc(OCc2cc(C(=O)N(C)C(C)c3ccon3)no2)cc1 (stereo unspecified),0.5%,i,0.4,8.0%,5%,12%,-4%,-5%,11%,3.1%
CCc1ccc(Nc2cc(=O)n(C3CCCCC3)c(=O)[nH]2)cc1,-0.1%,i,0.1,-1.6%,-1%,19%,-10%,21%,3%,0.2%
COCCCNC(=O)CS(=O)(=O)Cc1nc(-c2ccccc2C)oc1C,-0.2%,i,1.7,-6.2%,-12%,6%,-2%,24%,8%,-2.6%
